Screens deposited in PubChem BioAssay by several laboratories.
DUSP3 inh = DUSP3 (human) phosphatase inhibition; AID 1654; hit rate 0.52% among 290,000; inhibition, % at 13.3 µM; P51452; recombinant VHR phosphatase, pNPP absorbance; in the data active = inhibition above about 50%; note: some compounds called inactive have numbers as strong as hits
Target sequence (P51452 whole entry, looked up): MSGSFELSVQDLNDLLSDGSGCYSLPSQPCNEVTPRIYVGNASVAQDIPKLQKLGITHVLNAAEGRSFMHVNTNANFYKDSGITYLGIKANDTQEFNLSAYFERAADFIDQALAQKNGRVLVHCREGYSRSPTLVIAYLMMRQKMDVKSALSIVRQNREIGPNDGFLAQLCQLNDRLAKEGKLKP
Mtb FBA inh = inhibitors of M. tuberculosis fructose-bisphosphate aldolase; purified M. tuberculosis FBA, fluorescence read-out; hit rate 2.3% among 360,000; P9WQA3; inhibition, % at 1 µM; in the data active = inhibition above about 27%;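 note: 0% = vehicle and 100% = reference inhibitor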
Target sequence (P9WQA3 whole entry, looked up): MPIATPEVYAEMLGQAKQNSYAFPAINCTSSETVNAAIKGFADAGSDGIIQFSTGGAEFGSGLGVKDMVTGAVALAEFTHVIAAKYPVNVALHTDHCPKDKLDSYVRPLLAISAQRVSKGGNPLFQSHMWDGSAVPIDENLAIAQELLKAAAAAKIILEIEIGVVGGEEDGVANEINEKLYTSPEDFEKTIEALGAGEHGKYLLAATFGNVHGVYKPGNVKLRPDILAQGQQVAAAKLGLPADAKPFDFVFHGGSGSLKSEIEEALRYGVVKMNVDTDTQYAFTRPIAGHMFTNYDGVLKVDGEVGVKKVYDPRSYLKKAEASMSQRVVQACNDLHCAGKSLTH
Mtb UGM inh = Mtb UDP-galactopyranose mutase inhibition | P9WIQ1 | purified UGM, fluorescence polarization probe displacement | inhibition, % at 10 µM | hit rate 0.06% among 320,000; in the data active = inhibition above about 10%, passing the limit was not always enough; inconclusive = no clear call, values can overlap the other calls
Target sequence (P9WIQ1 whole entry, looked up): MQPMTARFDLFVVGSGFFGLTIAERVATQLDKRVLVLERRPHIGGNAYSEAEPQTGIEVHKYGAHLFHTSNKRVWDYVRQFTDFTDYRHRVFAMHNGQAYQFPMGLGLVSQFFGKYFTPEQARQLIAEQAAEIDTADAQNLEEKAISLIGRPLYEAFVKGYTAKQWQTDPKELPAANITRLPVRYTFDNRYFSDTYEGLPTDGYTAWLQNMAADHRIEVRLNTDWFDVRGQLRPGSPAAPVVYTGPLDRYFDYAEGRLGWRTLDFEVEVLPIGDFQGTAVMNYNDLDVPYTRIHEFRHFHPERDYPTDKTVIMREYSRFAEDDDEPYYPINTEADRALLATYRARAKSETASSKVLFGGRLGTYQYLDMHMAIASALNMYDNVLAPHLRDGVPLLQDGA
MazEF act = increases E. coli MazEF RNase cleavage of RNA; hit rate 0.32% among 350,000; FAM/BHQ RNA-DNA oligo cleavage fluorescence, 5 h; P0AE70; activation, % at 20 µM; AID 504720; in the data active = activation above about 50%
Target sequence (P0AE70 whole entry, looked up): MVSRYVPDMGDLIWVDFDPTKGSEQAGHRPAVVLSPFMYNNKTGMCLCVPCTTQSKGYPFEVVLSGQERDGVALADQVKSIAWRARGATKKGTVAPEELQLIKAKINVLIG
Vc quorum ag = inducers of Vibrio cholerae quorum light production without autoinducers; AID 588436; V. cholerae BH1578 lux reporter, luminescence, 6 h; activation, % at 18.7 µM; hit rate 0.16% among 350,000; in the data active = activation mostly above about 9.7%, no sharp cut-off; inconclusive = no clear call, values can overlap the other calls; inactive = mostly below about 3.7%; note: not every result past the cut was called active; inactives centre near 0; reference of the scale not given here
BioA inh = inhibitors of Mycobacterium tuberculosis BioA enzyme | purified M. tuberculosis BioA enzyme, plate reader | inhibition, % at 9.99 µM | hit rate 0.096% among 360,000 | AID 602481; in the data active = inhibition above about 40%; inconclusive = no clear call, values can overlap the other calls
Rv3671c inh = Rv3671c (M. tuberculosis) protease inhibition | AID 2606 | P9WHR9 | inhibition, % at 5.96 µM | hit rate 0.048% among 320,000; in the data active = inhibition above about 38%;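 note: extracellular domain of Rv3671c used as enzyme; 0% = enzyme with DMSO and 100% = no enzyme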
SSB-PriA inh = blocks PriA binding to SSB C-terminal tail. hit rate 0.6% among 430,000. inhibition, % at 33 µM. AlphaScreen SSBct-PriA binding, biotinylated peptide; in the data active = inhibition mostly above about 37%, no sharp cut-off; inactive = mostly below about 20%;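 note: plate controls were negative control peptide for no effect and reference peptide for full effect; strong numbers were not always called active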
GDH-TPI inh = GDH-TPI coupled enzyme inhibition counter-screen; GDH-TPI coupled enzyme counterscreen, NADH absorbance; inhibition, % at 4.8 µM; hit rate 1.2% among 360,000; in the data active = inhibition above about 30%;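 note: 0% = DMSO wells and 100% = wells lacking the enzyme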
SARS 3CLpro inh = SARS-CoV 3CLpro protease inhibition | AID 1706 | hit rate 0.14% among 290,000 | inhibition, % at 6 µM | recombinant SARS-CoV 3CLpro, quenched FRET peptide cleavage; in the data active = inhibition above about 12%
Numbers without * were called inactive; i = inactive; ? = inconclusive; . = not tested or not shown; + = active, no number; & = joins results of further samples.

SMILES	DUSP3 inh	Mtb FBA inh	Mtb UGM inh	MazEF act	Vc quorum ag	BioA inh	Rv3671c inh	SSB-PriA inh	GDH-TPI inh	SARS 3CLpro inh
CCc1cc(C(=O)NNC(=S)Nc2ccccc2C)cs1	9	1	-1.6	-6	-0.2	1.5	0	-6	2	0
CSCC[C@H](NC(=O)Cc1c(C)c2c(cc(C)c3c(C)coc32)oc1=O)C(=O)O	7	53*	2.0	6	i	0.2	.	10	4	-4
Cc1ccc(S(=O)(=O)N2CCN(c3nn(C)c(=O)n(C)c3=O)CC2)cc1C	.	2	0.3	1	-1.3	-1.1	2	-5	13	.
Cc1ccc(-c2cc(C(=O)N/N=C/c3c(C)nn(C)c3C)c3ccccc3n2)c(C)c1	-2	4	1.9	-9	-0.2	-3.6	-1	.	22	-2
c1ccc(Cc2nc3ccccc3[nH]2)cc1	29	4	-1.7	3	2.0	0.0	-11	-5	1	-5
O=c1[nH]c(=S)n(Cc2ccc(F)cc2)c(O)c1C=NCC1CCCO1 (centres undefined)	-16	-2	0.8	2	-0.7	.	-14	-4	26	-2
CCOc1ccccc1N1C(=O)c2cccnc2C1=O	17	1	0.9	-18	-0.3	0.0	-2	-3	5	-6
COc1ccc(C(CNC(=O)c2cccc(S(=O)(=O)Nc3ccccc3OC)c2)N2CCCC2)cc1 (centres undefined)	.	3	-1.6	-5	i	.	-3	14	4	.
Cc1cc(=O)oc(C)c1C(=O)Nc1ccc(Cl)cn1	32	-14	-3.8	2	i	0.2	1	-17	-12	4
Cc1c(C(=O)N2CCN(c3ccccc3F)CC2)sc2nc(-c3ccccc3)cn12	21	2	-0.6	3	i	0.6	-4	-3	5	-2
COc1ccc(CC(=O)Nc2nn(C)c3nc4c(C)cccc4cc23)cc1	9	3	3.7	-15	-0.4	-0.6	7	-5	4	-1
Cc1ccc(C2CC(c3cccs3)=NN2C(=O)CSC2=NCCS2)cc1 (centres undefined)	1	16	-2.6	-4	-1.7	-0.1	-2	-12&-15	14	6
CC1CN(C(=S)Nc2ccccc2)C(C)CN1C=O (centres undefined)	.	-2	.	-2	-1.0	8.0	.	-11	0	.
COc1cc2cc(CN(CCO)C(=O)c3cccs3)c(=O)[nH]c2cc1OC	33	14	-1.5	7	-2.0	-0.2	-3	-14	37*	5
Cc1cc(=O)n(CCO)c(O)c1C#N	0	3	-0.3	-9	i	.	-9	2	18	-5
COC(=O)C1OC2(OC1C(=O)OC)c1ccccc1-c1ccccc12 (centres undefined)	3	0	-0.6	7	0.5	-3.3	1	-8	-1	-4
O=C(O)CCNS(=O)(=O)c1ccc(Oc2ccccc2Cl)cc1	35	-2	0.7	-9	i	0.0	6	-3&1	12	6
CC(=O)c1ccc(N2CCN(C(=O)C3CCN(S(=O)(=O)c4ccc5c(c4)CC(C)N5C(=O)C4CC4)CC3)CC2)cc1 (centres undefined)	2	1	-0.1	-4	-0.4	0.0	-12	-13	24	4
Cc1c(C(=O)Nc2ccc3c4c(cccc24)CC3)cccc1[N+](=O)[O-]	-2	-3	-2.1	3	0.0	-1.7	-5	-8	2	-2
O=C(O)c1cccc(NC(=O)c2ccc(N3C(=O)c4ccc(C(=O)Nc5cccc(C(=O)O)c5)cc4C3=O)cc2)c1	36	3	0.0	-3	-0.3	-0.6	6	4	2	2
Cc1cc2nc3c(=O)[nH]c(=S)[nH]c3nc2cc1NC(=O)C(F)(F)F	6	-11	19*	+	-0.3	-15	21	-5	3	-6
COC(=O)c1ccc(NC(=O)Cn2nnc(-c3cccs3)n2)cc1	2	-2	1.4	2	i	-2.1	2	-19	-1	1
CCn1ncc(CNC(=O)C2(C)CC2(Cl)Cl)c1C (centres undefined)	1	1	3.0	7	-0.7	1.1	-7	-3	2	6
Cc1c(C)n(C)c2ccc(C(=O)N3CCN(c4ccccc4)CC3)cc12	17	2	0.2	9	-0.2	-0.1	-12	22	13	2
COc1ccc(/C=C2\C(=O)NC(=S)N(C)C2=O)cc1C	30	-7	-1.5	-36	0.7	.	-7	0	-3	3
Nc1nonc1C(=O)NCCNC(=O)c1cccc(Cl)c1	8	-1	-0.1	-19	-2.8	-1.2	8	-6	7	0
O=C(c1ccc(S(=O)(=O)N2CCCCC2)cc1)c1nnc(-c2ccc(Cl)cc2)o1	8	0	.	4	-0.6	8.4	.	-2	-12	1
CC(C)(O)[C@H](O)COc1c2ccoc2cc2oc(=O)ccc12	20	2	-1.0	4	-0.8	1.2	-1	2	15	-3
Cc1ccccc1NS(=O)(=O)c1ccc(C(=O)N2CCCC(C(F)(F)F)C2)cc1 (centres undefined)	.	3	-2.1	2	-1.4	-0.1	-4	-19	1	.
Cc1c(-n2c(=O)n(Cc3ccccc3)c(=O)c3[nH]cnc32)cccc1S(C)=O (centres undefined)	31	11	-1.7	1	i	-2.4	-1	-7	17	-2
COc1ccc2c(CCN)c[nH]c2c1	40	0	1.4	8	-0.2	-2.7	-5	9	4	0
O=C1CN=C(Nc2ccc(Cl)cc2)N1c1ccccc1	28	3	1.7	5	i	-0.5	0	7	7	-1
CC(C)=Cc1c(O)nc2ccccn2c1=O	-19	4	-1.2	16	-0.2	.	0	-12	4	-1
c1ccc(-c2cc(-c3ccccc3)n3ncnc3n2)cc1	8	23	-1.1	-16	-1.4	.	1	-18	4	0
Cc1ccc(OCC(=O)OCC(=O)N2c3ccccc3CC2C)cc1C (centres undefined)	.	3	0.0	5	0.4	-0.7	-4	-36	8	.
CCOC(=O)N1CCN(C(=O)CSCc2ccc(Cl)cc2)CC1	16	6	-2.2	-8	17	2.1	8	-3	-10	2

A different layout for 3 compounds above:
Cc1ccc(OCC(=O)OCC(=O)N2c3ccccc3CC2C)cc1C (centres undefined)
  DUSP3 inh: .; Mtb FBA inh: 3; Mtb UGM inh: 0.0; MazEF act: 5; Vc quorum ag: 0.4; BioA inh: -0.7; Rv3671c inh: -4; SSB-PriA inh: -36; GDH-TPI inh: 8; SARS 3CLpro inh: .

c1ccc(-c2cc(-c3ccccc3)n3ncnc3n2)cc1
  DUSP3 inh: 8; Mtb FBA inh: 23; Mtb UGM inh: -1.1; MazEF act: -16; Vc quorum ag: -1.4; BioA inh: .; Rv3671c inh: 1; SSB-PriA inh: -18; GDH-TPI inh: 4; SARS 3CLpro inh: 0

O=C(c1ccc(S(=O)(=O)N2CCCCC2)cc1)c1nnc(-c2ccc(Cl)cc2)o1
  DUSP3 inh: 8; Mtb FBA inh: 0; Mtb UGM inh: .; MazEF act: 4; Vc quorum ag: -0.6; BioA inh: 8.4; Rv3671c inh: .; SSB-PriA inh: -2; GDH-TPI inh: -12; SARS 3CLpro inh: 1

More records.
SMILES	DUSP3 inh	Mtb FBA inh	Mtb UGM inh	MazEF act	Vc quorum ag	BioA inh	Rv3671c inh	SSB-PriA inh	GDH-TPI inh	SARS 3CLpro inh
CC(C)OC(=O)CN1CCN(c2ccc(Cl)cc2)CC1	13	2	3.3	-9	-0.3	-0.6	-1	-2	12	3
OCCCCNCc1ccc(OCc2ccccc2)cc1	52*	-4	1.0	10	-0.7	-1.8	-1	11	-6	1
S=C(Nc1ccccc1Cl)NC1CC2CCCC(C1)N2C1CC1 (centres undefined)	-3	5	-1.3	1	-0.3	.	4	1	-1	-1
CC(Oc1ccc(Cl)cc1Cl)C(=O)NNC(=O)C(=O)N1CCCC1 (centres undefined)	21	2	1.7	-15	-2.6	-1.3	7	-12	4	5
O=C(O)c1csc(-c2ccc(Cl)cc2)n1	23	4	1.5	-24	i	.	-10	7	-4	-2
Cc1ccccc1NC(=O)CN1C(=O)NC2(CCc3ccccc32)C1=O (centres undefined)	.	5	-0.5	1	0.6	-2.4	-2	-13	0	.
CCC(OC(=O)c1nsc(Cl)c1Cl)C(=O)NCc1cccs1 (centres undefined)	9	-12	-0.9	3	-0.3	.	-1	-10	5	3
Cc1nc(SC(C)C(=O)c2c(N)n(C)c(=O)n(C)c2=O)c2c(C)c(C)sc2n1 (centres undefined)	.	0	0.1	6	-2.8	.	1	-3	-4	.
CCOc1ccc(NS(=O)(=O)c2ccc(C(=O)NCc3ccncc3)cc2)cc1	.	0	-1.8	3	i	.	-8	6	3	.
CC(C)(C)NC(=S)NNC(=O)c1ccncc1	39	9	-0.4	-2	i	.	-1	-2	14	0
O=C(NCC(=O)N1CCN(c2ccccc2O)CC1)c1ccccc1	-14	-1	1.5	2	i	0.1	-4	-11	8	-3
CCOC(=O)c1ccccc1N=Cc1c(O)c2ccccc2oc1=O	-4	6	-0.9	11	-0.3	0.5	-4	-16	5	0
Cc1ccc(NC(=O)CCSc2nnnn2-c2ccc3c(c2)OCO3)cc1C	-12	5	-2.2	-6	i	0.7	0	-9	7	-6
O=C(c1ccc(Cl)cc1)N1CCC(O)(CSc2ccc(Cl)cc2)CC1	23	7	?	-5	2.1	2.0	-1	-19	-8	-2
COc1cc(NC(=O)C2CCCCC2)c(OC)cc1NC(=O)CCC(=O)NCc1ccco1	12	-7	-2.3	5	i	-0.3	1	-9	10	2
O=C(OCC(=O)N1CCc2ccccc2C1)c1ccc(OC(F)F)cc1	.	4	2.7	5	-8.0	2.6	3	-19	9	.
CSc1c(C#N)c(N)nc2sc(C(=O)c3ccc(Cl)c(Cl)c3)c(N)c12	-1	.	-1.2	-144	.	.	2	-8	.	5
COc1ccc(CNC(=S)Nc2ccc3nc(N4CCOCC4)cc(C)c3c2)cc1	27	31*	1.9	0	i	.	8	-1	16	3
COc1ccc(NC(=O)c2nc(S(=O)(=O)Cc3cccc(C)c3)ncc2Cl)c(OC)c1	18	1	0.8	24	-0.2	-2.0	5	-14	2	1
N=C(N)SCc1ccccc1Cl	-14	0	-2.6	0	4.9	-0.2	-2	5	0	8
O=C(c1cc(C2CC2)on1)N1CCCC(N2CCN(c3cccc(C(F)(F)F)c3)CC2)C1 (centres undefined)	1	2	1.2	6	-0.3	3.4	-9	-9	0	1
Cc1ccc(N2CC(C(=O)NCC3CCCO3)CC2=O)cc1Cl (centres undefined)	41	0	2.3	6	-0.7	0.0	0	-13	6	3
O=C(Cc1ccc(Nc2nc3ccc(Br)cc3[nH]2)cc1)NCCc1cccs1	-4	2	-0.9	9	i	0.1	15	17	4	1
COc1ccc(CC(=O)OCC(=O)Nc2cc(Cl)ccc2C)cc1	.	1	-0.8	-5	i	.	-7	3	3	.

Among those listed so far, these contain a cyano group:
SMILES	DUSP3 inh	Mtb FBA inh	Mtb UGM inh	MazEF act	Vc quorum ag	BioA inh	Rv3671c inh	SSB-PriA inh	GDH-TPI inh	SARS 3CLpro inh
Cc1cc(=O)n(CCO)c(O)c1C#N	0	3	-0.3	-9	i	.	-9	2	18	-5
CSc1c(C#N)c(N)nc2sc(C(=O)c3ccc(Cl)c(Cl)c3)c(N)c12	-1	.	-1.2	-144	.	.	2	-8	.	5

(further entries)
SMILES	DUSP3 inh	Mtb FBA inh	Mtb UGM inh	MazEF act	Vc quorum ag	BioA inh	Rv3671c inh	SSB-PriA inh	GDH-TPI inh	SARS 3CLpro inh
CCCNC(=O)Cn1cnc2sc(C(=O)N3CCN(CCC)CC3)c(C)c2c1=O	-15	0	.	1	i	-1.3	0	4	12	-4
CC(=O)Nc1ccc2c(CSc3nncs3)cc(=O)oc2c1	-8	17	-0.3	6	-0.3	0.3	-8	-4	6	1
Cc1ccc(C(=O)NN=CC(=O)c2ccccc2)c(C)c1	.	2	-2.0	4	-1.8	3.1	-3	-1	18	.
COC(=O)c1cc(N=CC2=C(O)CC(C)(C)CC2=O)cc(C(=O)OC)c1	3	23	-1.0	0	.	.	1	-3	18	-3
O=C(NCCS(=O)(=O)N1CCN(c2ccccc2F)CC1)C1CC(=O)N(c2ccc(F)cc2)C1 (centres undefined)	0	-1	2.6	3	-3.4	-1.7	-12	-2	2	-1
Cc1cc(OCC(=O)Nc2cccnc2)c2c(C)c(C)c(=O)oc2c1	15	26	-0.5	4	-0.1	1.1	1	-5	12	5
CNc1nc(C)cc(C)c1S(=O)(=O)c1ccc(C)cc1	19	4	-1.1	2	-1.5	2.7	-1	-14	13	-2
CC1CCN(c2ncnc3c2cnn3Cc2ccc(Cl)cc2)CC1	26	-6	1.1	-3	i	-0.3	1	1	7	-2

The list is partial, so the mix of outcomes need not match the whole.
